Source: PubChem
HEK293 cAMP cs: raises cAMP in parental HEK293 cells, TSHR agonist counter-screen. parental HEK293 CNG cAMP sensor, membrane potential fluorescence. Potency, µM (doses to about 57.1 µM), inactives show at the highest dose activation, most hits filed as activators. hit rate 2.5% among 73,000. AID 938; further: potency means the concentration at half of the fitted maximal effect; % of control where 0% means no effect; nearly all actives have a fitted effect of over 55% in size
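Parental HEK 293 cells stably expressing a modified CNG channel (no TSHR) report cAMP rise as membrane depolarization. Membrane potential dye with 100 uM RO 20-1724 was loaded for 60 min at room temperature, then compound added for 30 min; fluorescence read at 590 nm.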
ALOX15 inhib: 15-hLO (ALOX15) enzyme inhibition; P16050; purified 15hLO-1, xylenol orange hydroperoxide absorbance; Potency, µM (top dose mostly 57.1 µM), inactives show top-dose activity change, negative = inhibition, most hits filed as inhibitors; hit rate 1.4% among 74,000; AID 887; further: potency means the concentration at half of the fitted maximal effect; on the % scale 0 is the no-effect control and ±100 the full control effect; nearly all actives have a fitted effect of over 55% in size
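40 nM 15hLO-1 + cpd, 15 min RT; start w/ 50 uM AA (final), 6 min RT; stop/detect w/ 200 uM XO + 300 uM Fe(II) in 50 mM H2SO4, 30 min; A573/A405. Buffer 25 mM Hepes pH 7.5, 0.01% Triton X-100. No-enzyme wells as negative control.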
Casp7 inh: blocks human caspase-7 allosterically or competitively; AID 889; hit rate 0.02% among 75,000; P55210; recombinant caspase-7, Ac-DEVD-AFC fluorescence rate; Potency, µM (series often up to 57.5 µM), without a hit: at the highest dose activity change, negative = inhibition, hits mostly inhibitors; active means well fitted inhibition curve with a large enough effect in the main read-out, with a control signal flat, not every such curve was filed as active; inconclusive means small, poorly fitted or top-dose-only effect, or a change in a side signal; further: potency means the concentration at half of the fitted maximal effect; % of control where 0% means no effect
BRCT inh red: inhibitors of human BRCA1 BRCT-phosphoprotein interaction (red fluorophore) | AID 892 | hit rate 0.03% among 75,000 | Potency, µM (titrated, usually from 76.9 µM), without a hit: top-dose activity change, negative = inhibition, actives largely listed as inhibitors | BRCT-phosphopeptide binding, red fluorescence polarization; further: on the % scale 0 is the no-effect control and ±100 the full control effect
Target sequence (P38398 whole entry, looked up): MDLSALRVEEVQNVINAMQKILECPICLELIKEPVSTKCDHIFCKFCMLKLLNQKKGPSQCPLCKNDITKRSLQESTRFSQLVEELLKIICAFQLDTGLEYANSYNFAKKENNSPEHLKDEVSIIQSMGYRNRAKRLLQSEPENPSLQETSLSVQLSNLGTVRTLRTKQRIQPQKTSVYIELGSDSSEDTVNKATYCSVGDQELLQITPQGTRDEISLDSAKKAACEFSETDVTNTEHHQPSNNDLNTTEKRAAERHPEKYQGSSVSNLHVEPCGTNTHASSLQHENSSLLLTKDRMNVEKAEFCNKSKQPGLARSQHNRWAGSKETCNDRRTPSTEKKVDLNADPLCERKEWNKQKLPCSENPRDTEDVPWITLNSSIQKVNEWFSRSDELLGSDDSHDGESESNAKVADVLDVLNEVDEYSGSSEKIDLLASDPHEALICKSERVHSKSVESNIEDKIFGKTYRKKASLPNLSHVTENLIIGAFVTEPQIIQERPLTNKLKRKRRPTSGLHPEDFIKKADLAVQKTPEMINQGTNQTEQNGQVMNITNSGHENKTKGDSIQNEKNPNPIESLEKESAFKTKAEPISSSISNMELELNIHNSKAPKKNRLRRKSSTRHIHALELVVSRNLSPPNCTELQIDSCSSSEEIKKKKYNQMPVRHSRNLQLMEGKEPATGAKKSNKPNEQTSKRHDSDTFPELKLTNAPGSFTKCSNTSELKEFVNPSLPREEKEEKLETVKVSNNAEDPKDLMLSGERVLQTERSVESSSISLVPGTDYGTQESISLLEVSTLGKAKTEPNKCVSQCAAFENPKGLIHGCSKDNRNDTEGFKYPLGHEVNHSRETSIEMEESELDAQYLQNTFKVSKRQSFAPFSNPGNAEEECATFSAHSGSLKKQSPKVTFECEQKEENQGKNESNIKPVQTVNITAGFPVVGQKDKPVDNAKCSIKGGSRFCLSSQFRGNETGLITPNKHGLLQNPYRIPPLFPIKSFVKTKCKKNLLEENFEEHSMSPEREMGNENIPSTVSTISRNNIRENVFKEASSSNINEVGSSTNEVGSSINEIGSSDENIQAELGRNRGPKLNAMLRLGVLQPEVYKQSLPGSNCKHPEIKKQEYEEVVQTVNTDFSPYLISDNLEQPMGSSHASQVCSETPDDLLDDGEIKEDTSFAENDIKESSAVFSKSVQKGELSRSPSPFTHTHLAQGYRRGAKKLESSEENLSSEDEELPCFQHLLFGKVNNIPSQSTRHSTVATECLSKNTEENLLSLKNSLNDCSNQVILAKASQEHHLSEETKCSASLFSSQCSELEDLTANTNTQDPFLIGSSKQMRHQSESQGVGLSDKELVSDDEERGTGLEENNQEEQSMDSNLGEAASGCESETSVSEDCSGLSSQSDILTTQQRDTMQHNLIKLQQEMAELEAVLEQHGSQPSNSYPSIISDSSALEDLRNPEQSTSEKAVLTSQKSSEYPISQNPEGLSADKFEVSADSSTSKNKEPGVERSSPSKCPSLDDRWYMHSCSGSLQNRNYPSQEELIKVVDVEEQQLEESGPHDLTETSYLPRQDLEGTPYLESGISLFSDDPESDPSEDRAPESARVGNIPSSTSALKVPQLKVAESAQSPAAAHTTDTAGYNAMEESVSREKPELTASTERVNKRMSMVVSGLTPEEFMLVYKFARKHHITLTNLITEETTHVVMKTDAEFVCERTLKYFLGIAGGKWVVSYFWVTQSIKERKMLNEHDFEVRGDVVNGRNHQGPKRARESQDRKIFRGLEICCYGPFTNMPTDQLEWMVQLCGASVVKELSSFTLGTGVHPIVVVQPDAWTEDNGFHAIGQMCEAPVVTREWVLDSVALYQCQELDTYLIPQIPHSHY
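Rhodamine-labelled pBACH1 10-mer (100 nM) bound to BRCT domain (100 nM) at pH 7.3; compounds incubated 12 min room temperature, polarization read. Free peptide defines full inhibition; unlabelled decapeptide titrated as control.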
HADH2 inhib: inhibitors of human HADH2 dehydrogenase; Potency, µM (highest dose often 57.1 µM), for inactives: top-dose activity change, negative = inhibition, most hits filed as inhibitors; Q99714; recombinant HADH2, NADH fluorescence, beta-hydroxybutyryl-CoA; hit rate 3.4% among 73,000; AID 886; further: potency means the concentration at half of the fitted maximal effect; on the % scale 0 is the no-effect control and ±100 the full control effect; nearly all actives have a fitted effect of over 60% in size; many of its hits are not listed in these tables
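His-tagged recombinant enzyme from E. coli, 20 nM, preincubated 15 min RT with compound; reaction started with 1 mM NAD+ and 90 uM beta-hydroxybutyryl-CoA in 100 mM Tris-HCl pH 9.0. NADH fluorescence (ex 360/em 450) read over 4 min; last-minus-first difference.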
BRCT inh green: inhibitors of human BRCA1 BRCT-phosphoprotein interaction (green fluorophore); P38398; hit rate 0.05% among 75,000; BRCA1 BRCT-phosphopeptide binding, green fluorescence polarization; Potency, µM (titrated, usually from 76.9 µM), for the others: top-dose activity change, negative = inhibition, actives largely listed as inhibitors;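 further: potency means the concentration at half of the fitted maximal effect; plate controls were peptide without protein for full effect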
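Compounds were incubated for 12 min at room temperature with a complex of 100 nM fluorescein-tagged pBACH1 decapeptide and 250 nM His-tagged BRCT protein. Buffer was phosphate pH 7.3 with EDTA, DTT and Tween 20. Disruption of binding lowers the polarization signal.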
Caspase-1 inhib: caspase-1 (human) inhibition, allosteric or competitive | Caspase-1 enzyme, Ac-WEHD-AFC fluorogenic rate | P29466 | Potency, µM (titrated, usually from 57.5 µM), for inactives: at the top dose activity change, negative = inhibition, usual class: inhibitors | hit rate 0.03% among 75,000;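 further: potency means the concentration at half of the fitted maximal effect; plate controls were vehicle for no effect and no substrate for full effect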
Rhodamine autofl: rhodamine region autofluorescence. Rhodamine-region fluorescence, 547/598 nm, Tris buffer; active compounds read high. max dye-equivalent concentration, M. hit rate 0.05% among 59,000. AID 594; in the data active means max dye-equivalent concentration above about 11 nM; inconclusive means between about 1.1 nM and that limit
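Intensities are converted to rhodamine-equivalent concentration using a six-point rhodamine standard on each plate. Compounds sit 15 min at room temperature in 100 mM Tris buffer, pH 8.0; read uses the 547/598 nm excitation/emission pair.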
Pol III holo inh: DNA polymerase III holoenzyme inhibition; reconstituted DNA polymerase III holoenzyme replication, biochemical; Potency, µM (top dose mostly 57.1 µM), for inactives: top-dose activity change, negative = inhibition; hit rate 0.25% among 71,000; AID 603; further: potency means the concentration at half of the fitted maximal effect; on the % scale 0 is the no-effect control and ±100 the full control effect
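Reconstituted *E. coli* holoenzyme (0.35 nM Pol III, 1 nM beta, 154 nM SSB, 2 nM primase) was preincubated with compound for 15 min at RT. Synthesis on 1.4 nM ssM13Gori ran 35 min, then was stopped with PicoGreen/EDTA and read as dsDNA fluorescence.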
USP2a inh: blocks human ubiquitin-specific protease USP2a; O75604; USP2a enzymatic assay, qHTS inhibition; Potency, µM (titrated, usually from 38.3 µM), inactives show at the top dose activity change, negative = inhibition, most hits filed as inhibitors; hit rate 0.1% among 60,000;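 further: potency means the concentration at half of the fitted maximal effect; nearly all actives have a fitted effect of over 60% in size; plate controls were DMSO for no effect and NEM full inhibition control for full effect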
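USP2 core (20 nM final) was preincubated with compound for 30 min at RT in 20 mM Tris-HCl pH 8.0, 2 mM CaCl2, 2 mM beta-mercaptoethanol; Ub-PLA2 (20 nM) plus NBD C6-HPC (20 uM) then added, fluorescence read after 2.5 h.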
Tau filament bind: binders of human tau filaments; P10636; recombinant tau filaments, thioflavin S fluorescence, 15 h; filaments grown with octadecylsulfate alongside compound; Potency, µM (top dose mostly 57.1 µM), for inactives: top-dose activity change, negative = inhibition; hit rate 2% among 71,000;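 further: potency means the concentration at half of the fitted maximal effect; on the % scale 0 is the no-effect control and ±100 the full control effect; actives lower thioflavin S fluorescence by blocking filaments or displacing dye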
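Assay mix: 1 uM His-tagged tau, 30 uM sodium octadecylsulfate, thioflavine S dye in HEPES/NaCl/DTT buffer. Compound is added prior to the inducer. Fluorescence after 15 h at 37 C.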
An asterisk follows results filed as active; i = inactive; ? = inconclusive; . = not tested or not shown; [ ] = another dose, or the depositor's remark. Unless noted, the call rests on the fitted dose curve; in most records, active means well fitted curve in the direction sought with a large enough effect; inconclusive means small, poorly fitted or top-dose-only effect, or another doubt; inactive means no such curve, though single readings can be large; an effect the other way counts as inactive or inconclusive. Some of the compounds tested; count on the stated rates, not on these rows.

Below each compound: HEK293 cAMP cs | ALOX15 inhib | Casp7 inh | BRCT inh red | HADH2 inhib | BRCT inh green | Caspase-1 inhib | Rhodamine autofl | Pol III holo inh | USP2a inh | Tau filament bind
Cc1ccc(CNC(=O)C2C3C=CC4(CN(Cc5cccnc5)C(=O)C24)O3)cc1 (stereo not drawn)
 : 2% | 1% | 1% | -0.2% | 0% | -1.0% | 1% | i | -2% | -1% | -26%
COc1ccc2[nH]cc(CCNc3ncncc3-c3ccccc3Cl)c2c1
 : ? | -26% | -6% | -1.8% | ? | -0.7% | -4% | i | 0% | 135%[activator] | -1%
O=C(c1ccco1)N1CCC2(CC1)CCN(C(c1ccccc1)c1ccccc1)CC2
 : 7% | -9% | -3% | -1.1% | 11% | 0.8% | ? | i | 3% | 85%[activator] | 22%
CC(C)=NO[C@@H](C)c1cn([C@@H]2COC[C@@H]2O)nn1
 : 1%[11.4 µM] | 4%[11.4 µM] | -1%[11.5 µM] | 0.1%[15.4 µM] | 1%[11.4 µM] | -3.0%[15.4 µM] | -1%[11.5 µM] | . | . | . | .
CCOC(=O)c1nnn(-c2nonc2N)c1COc1ccccc1
 : 13µM* | -3% | -3% | -2.8% | -13% | 1.1% | -3% | . | -8% | 24% | 1%
Cc1cccc(Cc2c(C)nc3c(C(=O)NCc4ccco4)cnn3c2C)c1
 : ? | -28% | -6% | 0.5% | 32µM* | 2.8% | -4% | i | -3% | ? | 32%
COc1ccc2[nH]cc(CCNc3ncnc4ccc(-c5ccccc5CN(C)C)cc34)c2c1
 : -18% | 0% | 1% | -2.0% | 9% | -0.5% | 0% | i | 5% | 20% | 1%
[N-]=[N+]=Nc1nc2c(N)ncnc2n1C1OC(CO)C(O)C1O (stereo not drawn)
 : . | 4% | 0% | 0.8% | . | -2.3% | 0% | . | . | 14% | .
COC(=O)c1ccc2c(c1)N(Cc1ccccc1F)C(=O)c1ccccc1S2=O (stereo not drawn)
 : 29% | -14% | -4% | -0.9% | 6% | 3.4% | -3% | . | 3% | . | 10%
Cc1nc2cnc(OCc3ccccc3)nc2n(CCC#N)c1=O
 : ? | 3% | -4% | -2.7% | 2% | -2.5% | 0% | i | -6% | 10% | 4%
CCN(CC)C(=O)CSc1nnc(-n2nc(C)cc2C)c2ccccc12
 : 2% | -5% | -1% | 0.3% | 0% | -0.6% | -1% | i | -5% | -2% | 6%
O=C(CS(=O)(=O)Cc1ccccc1)N1CCc2ccccc21
 : 2% | 4% | -1% | -0.9% | -1% | -3.3% | -1% | i | -3% | 13% | -1%
Cc1sc2nc(SCC(=O)c3cc(C)n(CC4CCCO4)c3C)n(C(C)C)c(=O)c2c1C (stereo not drawn)
 : 18% | ? | -4% | -0.8% | -4% | 9.6% | -6% | i | ? | 23% | 4%
CC(C(=O)NCC1CCCO1)n1cccc1C(=O)c1ccccc1 (stereo not drawn)
 : 0% | -3% | -1% | 0.2% | -1% | -0.8% | 0% | i | 0% | -5% | 0%
O=C(CCn1nc(-c2ccccc2)c2ccccc2c1=O)N1CCN(c2ccccc2)CC1
 : 25µM* | -9% | -6% | -0.6% | -6% | 1.0% | -2% | i | 4% | 22% | 19%
O=C(NCCCN1CCCC1=O)c1ccc2c(c1)ncn2C1CCCCC1
 : ? | 2% | -1% | -1.9% | 0% | 0.0% | 0% | . | 0% | . | 10%
CCCN1CCN(CCCNC(=O)C2CCCN(c3nnc(-n4cccc4)s3)C2)CC1 (stereo not drawn)
 : 5% | 1% | -2% | 1.5% | 5% | -0.3% | -1% | i | -1% | -4% | 7%
CN(CCCC(=O)NCc1ccco1)S(=O)(=O)c1ccccc1
 : 4% | 4% | 0% | 0.0% | -12% | 0.9% | -4% | i | 4% | -4% | -2%
COc1ccc(NCc2nnc(SCC(=O)Nc3cccc(C)c3)o2)cc1
 : -12% | -1% | -1% | 0.9% | 12% | 1.8% | 0% | i | -5% | 5% | 16µM*
CN(C)CCCN1c2ccc3ccccc3c2Sc2cccc(Cl)c21
 : -9%[11.4 µM] | -3%[11.4 µM] | -5%[11.5 µM] | 1.7%[15.4 µM] | -7%[11.4 µM] | 0.0%[15.4 µM] | 3%[11.5 µM] | i | -13%[11.4 µM] | . | ?
CCOC(=O)c1c(C)[nH]c(C(=O)COC(=O)c2ccc(N3CCCC3=O)cc2)c1C
 : 2% | -15% | 2%[0.00368 µM] | -0.5% | 36%[activator] | 0.2% | 0% | i | 4% | 12% | 2%
COc1ccc(OC)c(NS(=O)(=O)c2ccc3c(c2)CCC(=O)N3)c1
 : 2% | 4% | 1% | 0.7% | 8% | -0.7% | -1% | i | 0% | 0% | 7%
CCOC(=O)c1cc(OCC(=O)NC(C)C(C)C)cc(C(=O)OCC)c1 (stereo not drawn)
 : 10% | -11% | 0% | 0.5% | 1% | 0.4% | -1% | i | -1% | 4% | -8%
CCOc1ccccc1NC(=O)N1CCC(c2nc3ccc(C)cc3[nH]2)CC1
 : 27% | 0% | 0% | 0.1% | 4% | -0.2% | 0% | i | 0% | 22% | 6%
Cc1cc(NC(=O)CSc2nnc(COc3cccc(C)c3C)n2Cc2ccco2)no1
 : 7% | 0% | 0% | -1.7% | 6% | -4.0% | 1% | i | 0% | . | -2%
CCC(C)Sc1nnc(Cc2cc(=O)[nH]c(=O)[nH]2)n1-c1ccc(OC)cc1 (stereo not drawn)
 : 4% | 4% | -1% | -0.4% | 3% | -2.7% | -3% | . | 3% | . | -5%
CCN(C(=O)c1cnc2scc(C)n2c1=O)c1ccccc1C
 : -2% | -4% | 2% | 0.8% | -13% | 0.2% | -2% | . | -3% | . | 2%
Cc1cccc(C#N)c1NC1=CC(=O)CC(C)(C)C1
 : 20% | -17% | -1% | -3.2% | -4% | -2.8% | -1% | i | -6% | -2% | -13%
COc1ccc2nc(C)c3cc(C)oc3c2c1
 : 11% | -6% | 1% | -1.7% | 5% | 2.1% | -2% | i | -1% | 2% | 7%
CCn1c(SCC(=O)Nc2ccc3c(c2)c2ccccc2n3CC)nnc1-c1cnccn1
 : -2% | -5% | -8% | 0.1% | 13% | 0.1% | 0% | i | -2% | 35%[activator] | 29%
O=C(Nc1ccc(Cl)cc1)c1ccsn1
 : -5% | -14% | 0% | -3.0% | -1% | 0.3% | 1% | i | -5% | -3% | 5%
COc1cccc(-c2nc(N3CCNCC3)c3ccccc3n2)c1
 : ? | 0% | 0% | -1.5% | 7% | 0.1% | -1% | i | -8% | 2% | 9%
O=C(c1ccncc1)N(Cc1cc2ccccc2[nH]c1=O)C1CCCCC1
 : -5% | -5% | -2% | 0.3% | 3% | -0.5% | -1% | i | -3% | 14% | -8%
Cc1cccc(NC(=O)c2ccc(S(=O)(=O)N(C)C)cc2)n1
 : 3% | 9% | 1% | 0.1% | 8% | 0.4% | 0% | i | -4% | 2% | -3%
Nn1c(SCC(=O)Nc2ccc(F)cc2F)nnc1-c1cccnc1
 : 7% | 6% | -2% | 0.2% | 14% | -1.1% | -3% | i | -2% | 32%[activator] | 1%
Cc1cc(S(=O)(=O)N(Cc2ccccc2)Cc2ccc(N(C)C)cc2)ccc1-n1cnnn1
 : -5% | -8% | -2% | 0.4% | -11% | -2.5% | -3% | i | 1% | -3% | ?
Cc1cc(C)c(OCC(=O)Nc2cccc(NC(=O)c3ccco3)c2)c(Br)c1
 : ? | -13%[11.4 µM] | 0% | -1.2% | -11%[11.4 µM] | 0.3% | -2% | . | -3%[11.4 µM] | 35%[activator][7.66 µM] | 201%[11.4 µM]
CCn1c(C)c(C(C)=O)c(N2CCC(C(N)=O)CC2)nc1=S
 : 3% | 1% | 1% | -0.4% | 5% | 0.8% | 4% | i | -7% | 1% | 2%
Nn1cnn(Cc2ccccc2)c1=S
 : 7% | ? | 2% | -0.7% | ? | -3.3% | -2% | i | 8% | -3% | 0%
